PglD DTNB: inhibitors of Campylobacter jejuni PglD acetyltransferase; purified PglD enzyme, DTNB colorimetric CoA detection; inhibition, % at 12.5 µM; hit rate 0.098% among 360,000; in the data active = inhibition above about 16%, passing the limit was not always enough; note: strong numbers were not always called active
PGC1a acetyl inh: lowers PGC1a acetylation signal in U2OS cells | hit rate 0.17% among 350,000 | AlphaScreen anti-acetyl-lysine; with virally co-expressed GCN5 acetyltransferase | inhibition, % at 15.6 µM;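 active = every replicate shows inhibition of at least 40%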;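 note: 0% = neutral control wells and 100% = positive control wells; some results beyond the cut were filed as inactive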
C2C12 statin: suppressors of simvastatin-induced myotoxicity in C2C12 myotubes | ATP luminescence, 48 h; scaled: DMSO 0, geranylgeraniol control 100 | rescue of ATP level, % at 7.49 µM | hit rate 0.78% among 330,000;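 active = mean ATP rescue above about 67%, or every replicate alone reaching that limit, limit read from the data, passing the limit was not always enough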;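 note: myotubes were challenged with 10 µM simvastatin during compound exposure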
INS-1E GSIS act: GLuc luminescence reporter in INS-1E cells, primary screen for activators of glucose-dependent secretion of insulin; INS-1E GLuc reporter insulin secretion, 2-3 h; activation, % at 16.6 µM; hit rate 0.61% among 370,000; AID 743287;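 active = lowest replicate activation of at least 40%, so every replicate reaches that level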;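 note: 0% = median of neutral control wells and 100% = median of IBMX positive control wells; some compounds called inactive have numbers as strong as hits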
CFTR F508del cor: correctors of CFTR F508del function in bronchial epithelial cells. activity (quench increase), % at 7.58 µM. hit rate 0.36% among 350,000. CFBE cells, YFP halide quenching; stimulated with forskolin plus potentiator P3; % fluorescence drop versus neutral controls. AID 720511;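 active = mean added fluorescence quench of at least 8% versus neutral control, with both replicates also reaching 8%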;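 note: cells transiently co-express mutant CFTR-F508del with the halide-sensitive YFP; corrector assay measuring rescue of mutant channel to the surface after 24 h compound exposure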
Cneo AK release: Cryptococcus neoformans lysis via adenylate kinase release; lysis activity, % at 15 µM; C. neoformans lysis, adenylate kinase release luminescence, 4 h; normalised: neutral wells 0, clomiphene wells 100; hit rate 0.2% among 360,000;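 active = mean lysis activity across replicates of at least 80%, whatever share of replicates individually reach that level; inactive = mean lysis activity below 80%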
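Material: C. neoformans cells | Amount: Yeast cell density of 5 × 10^6 cells/mL | Medium: Fresh YPD growth medium | Dosing: Single dose | Times: Static 4 h at 37 °C with compound, 1 h detection | Detection: AK luminescence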
miR-122 sensor: blocks miR-122 activity in Huh7 sensor cells. Huh7 miR-122 Renilla luciferase sensor, 48 h; neutral wells = 0, positive control = 100. activation (reporter increase), % at 12.5 µM. hit rate 0.3% among 340,000. AID 602342;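 active = mean replicate activation score at least 90 and every replicate individually at or above 90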;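 note: higher luciferase means less miR-122 activity so hits act as miR-122 inhibitors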
FN deposit inh: fibronectin deposition inhibition; AH1F fibroblasts, Alexa488-fibronectin deposition fluorescence, overnight; inhibition, % at 12.6 µM; hit rate 0.086% among 350,000;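 active = mean inhibition across replicates of 30% or more, regardless of how many single replicates reach that level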;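 note: positive control wells lacked labelled fibronectin entirely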
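Measured by – fluorescence 485/525 nm · System – AH1F fibroblast monolayer, labelled fibronectin deposition · Amount – 10000 cells per well · Buffer or medium – serum-reduced DMEM (2% serum) · Doses – single dose, pinned · Also added – fluorescent fibronectin at 24 nM final · Schedule – 1 h cell attachment, overnight exposure to compound and label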
Active calls of the source: *; . = not tested or not shown; [ ] = dose if it differs, or a comment. The order is random (roughly 2.1% active in at least one column).

SMILES	PglD DTNB	PGC1a acetyl inh	C2C12 statin	INS-1E GSIS act	CFTR F508del cor	Cneo AK release	miR-122 sensor	FN deposit inh
CC(=O)NC1CCN(C(=O)N2CCCC2)CC1	5	1	.	.	.	1	0	-2
Cc1onc(-c2ccccc2)c1C(=O)Nc1ccc(S(=O)(=O)N2CCOCC2)cc1	1	-8	8	-5	-0.4	0	-20	4
CC(NS(=O)(=O)c1ccccc1)C(=O)Nc1nccs1 (stereo not drawn)	-2	3	-5	.	.	-5	12	-4
CCOC(=O)C1CCN(CCC(=O)Nc2ccc(Br)c(C)c2)CC1	0	.	-5	-29	-2.1	0	.	-4
Cc1cc(=O)n2nc(N3CCCC(C(=O)NCc4cccc(Cl)c4)C3)sc2n1 (stereo not drawn)	3	-5	4	2	3.1	-1	0	3
C[C@H](CO)N1C[C@H](C)[C@@H](CN(C)CC2CC2)OCCCC[C@H](C)Oc2ccc(NC(=O)Nc3ccc(C(F)(F)F)cc3)cc2C1=O	-3	13	.	16	2.5	-17	18[16.7 µM]	.
CC(C)NC(=O)N(C)C[C@@H]1Oc2ncc(-c3cncnc3)cc2C(=O)N([C@@H](C)CO)C[C@H]1C	3	5	-7	26	1.2	-7	.	-11
CCOc1cc(/C=C2\N=C(SCC)SC2=O)cc([N+](=O)[O-])c1OC(C)=O	3	4	23	.	.	2	-4	5
CCOc1ccc(N2C(=O)CC(NCCc3ccncc3)C2=O)cc1 (stereo not drawn)	-4	0	10	3	-0.8	-1	.	.
CC(=O)c1ccc(NC(=O)CN2CCCCCC2)cc1	2	1	.	10	0.4	1	2	-9
CC(=O)Nc1ccc(NC(=O)c2cc(-c3ccc(C)cc3O)n[nH]2)cc1	7	0	-6	28	-4.6	0	-3	3
Cc1ccc(NC2CCCN(C(=O)c3cccc4nccnc34)C2)cc1C (stereo not drawn)	0	.	1	17	-0.7	-1	-1	-3
CCC(=O)N1C[C@H](C)[C@H](OC)CN(C)C(=O)c2cc(NC(=O)c3ccccc3)ccc2OC[C@@H]1C	-2	-12	7	-3	-3.8	-4	14[16.7 µM]	-8
COc1ccccc1CNC(=O)CCC1N=C2c3ccccc3N=C(SCC(=O)NCC3CCCO3)N2C1=O (stereo not drawn)	-4	-4	5	-5	-2.4	-1	1	7
Cc1ccccc1OCCC(=O)NNC(=O)COc1cccc(F)c1	-1	-9	1	.	3.7	1	6	-36

Copied from the list:
For Cneo AK release, `Cc1ccccc1OCCC(=O)NNC(=O)COc1cccc(F)c1` is entered as 1
For CFTR F508del cor, `Cc1onc(-c2ccccc2)c1C(=O)Nc1ccc(S(=O)(=O)N2CCOCC2)cc1` is entered as -0.4
For miR-122 sensor, `C[C@H](CO)N1C[C@H](C)[C@@H](CN(C)CC2CC2)OCCCC[C@H](C)Oc2ccc(NC(=O)Nc3ccc(C(F)(F)F)cc3)cc2C1=O` is entered as 18[16.7 µM]

(next part)
SMILES	PglD DTNB	PGC1a acetyl inh	C2C12 statin	INS-1E GSIS act	CFTR F508del cor	Cneo AK release	miR-122 sensor	FN deposit inh
N#Cc1ccc(C(=O)NC2CCCCCCC2)cc1	-2	2	32	21	-0.9	1	-5	2
O=C(CN1CCOCC1)NCC[C@H]1CC[C@H](NS(=O)(=O)c2ccc(F)cc2)[C@@H](CO)O1	5	-1	-7	21	-2.8	0	7[16.7 µM]	.
O=C(Nc1ccc(Br)cn1)c1coc(=O)c(Br)c1	5	.	7	.	-1.6	0	-4	11
CCOC(=O)c1ccccc1N=Cc1c(O)c2ccccc2oc1=O	3	.	-1	8	-0.6	-1	-4	3
C[C@H]1CN([C@@H](C)CO)S(=O)(=O)c2ccc(C#CC3(O)CCCC3)cc2O[C@@H]1CN(C)C(=O)Nc1cccc(F)c1	1	-10	-179	-14	-3.9	-2	51[16.7 µM]	7
COc1cc2cc(C(=O)Nc3ccccc3)c(N)nc2cc1OC	-11	-1	-24	.	.	-6	-7	.
N#Cc1cnn(Cc2ccccc2)c1N	1	3	112*	.	.	-1	1	.
COc1cccc(C(=O)N2CCN(Cc3ccc4c(c3)OCO4)CC2)c1OC	2	-29	8	.	.	0	-7	-5
O=C(C[C@@H]1C[C@H]2c3cc(NC(=O)CC4CC4)ccc3O[C@H]2[C@H](CO)O1)NCc1ccccc1F	-1	2	7	-14	-2.4	9	1[16.7 µM]	6
CN(CC(=O)N1CCCC1)S(=O)(=O)c1cc(Cl)ccc1Cl	-3	.	-6	1	.	0	5	.
COc1cccc(C2CC(c3cccs3)=NN2C(=O)CSC2=NN3CCCC(=O)N=C3S2)c1OC (stereo not drawn)	-3	.	-5	-18	-2.5	4	.	5
CC(C)(C)Cc1c(-c2cccc(Br)c2)nc2ccc(Cl)cn12	2	-9	5	-14	1.2	2	-3	1
CCOC(=O)c1oc2ccccc2c1COC(=O)CNC(=O)c1ccccc1	5	.	-3	10	1.7	-6	.	-1
Cc1ccccc1NC(=S)Nn1cnnc1	-2	.	2	32	-3.1	-2	2	-5
CCN1C(=O)Cc2cc(S(=O)(=O)N3CCOCC3)ccc21	8	17	9	.	.	-1	0	4

Looked up by structure from the entries so far:
SMILES	PglD DTNB	PGC1a acetyl inh	C2C12 statin	INS-1E GSIS act	CFTR F508del cor	Cneo AK release	miR-122 sensor	FN deposit inh
CC(C)(C)Cc1c(-c2cccc(Br)c2)nc2ccc(Cl)cn12	2	-9	5	-14	1.2	2	-3	1
C[C@H]1CN([C@@H](C)CO)S(=O)(=O)c2ccc(C#CC3(O)CCCC3)cc2O[C@@H]1CN(C)C(=O)Nc1cccc(F)c1	1	-10	-179	-14	-3.9	-2	51[16.7 µM]	7
COc1cc2cc(C(=O)Nc3ccccc3)c(N)nc2cc1OC	-11	-1	-24	.	.	-6	-7	.

Later entries.
SMILES	PglD DTNB	PGC1a acetyl inh	C2C12 statin	INS-1E GSIS act	CFTR F508del cor	Cneo AK release	miR-122 sensor	FN deposit inh
CCCNC(=O)C[C@H]1CC[C@@H]2[C@H](COC[C@@H](O)CN2Cc2ccccc2F)O1	-2	9	7	-11	-0.1	5	-1[16.7 µM]	-6
C[C@@H]1CN([C@H](C)CO)C(=O)Cc2cc(NC(=O)Nc3cccc4ccccc34)ccc2O[C@@H]1CN(C)S(=O)(=O)c1cn(C)cn1	-2	-2	22	1	1.5	-3	-4[16.7 µM]	-7
CNC[C@@H]1Oc2ccc(NC(=O)NC3CCCCC3)cc2CC(=O)N([C@H](C)CO)C[C@@H]1C	-1	11	5	2	0.7	.	-3[16.7 µM]	1
C[C@@H]1CN([C@@H](C)CO)C(=O)c2cc(-c3cncnc3)cnc2O[C@@H]1CN(C)Cc1cncnc1	0	5	8	4	-2.1	-13	0[16.7 µM]	.
COc1ccc2c3c([nH]c2c1)[C@H](CO)N(CC1CC1)CC31CN(C(=O)c2ccc(F)cc2)C1	.	-22	.	5	1.7	.	.	-9
COc1ccc(CSc2nnnn2Cc2ccccc2)cc1OC	0	-2	2	.	.	1	5	9
CCOC(=O)Cc1csc(NC(=O)c2ccc(F)cc2)n1	-3	39	-7	-14	1.3	-3	-5	-7
COc1cc(NC(=O)Nc2cccc(C(C)=O)c2)cc(OC)c1OC	6	14	3	.	.	-1	-2	-2
CCN(CC)c1ncccc1C(=O)NCc1cccs1	.	-7	-7	14	.	.	0	.
C=CCc1ccc(OCC(O)COCC)c(OC)c1 (stereo not drawn)	1	-13	-4	.	.	0	1	.
COc1ccccc1-c1ccccc1[C@@H]1[C@@H](CO)N(C(=O)C2CCC2)[C@H]1C#N	.	-21	.	4	-0.4	.	.	-2
COc1cccc(N(C(=O)Cn2nnc(-c3ccc(F)cc3)n2)C(C(=O)NCC2CCCO2)c2ccc(Cl)cc2)c1 (stereo not drawn)	0	.	6	1	-1.2	-1	4	4
CC(C)Cn1c(CCC(N)=O)nnc1SC(C)C(=O)Nc1ccc2c(c1)OCO2 (stereo not drawn)	-6	6	3	.	0.3	-2	-10	-2
Cc1ccc(S(=O)(=O)N2C(=O)CCC2C(=O)Nn2cnnc2)cc1 (stereo not drawn)	-3	1	-16	.	.	2	-1	.
CC1CC(C)CN(C(=O)COC(=O)c2ccc3c(c2)C(=O)N(Cc2ccco2)C3=O)C1 (stereo not drawn)	-2	-4	2	1	0.7	-1	-1	-3
Cc1noc(C)c1NC(=O)Nc1ccc2c(c1)C(=O)N([C@@H](C)CO)C[C@H](C)[C@H](CN(C)S(=O)(=O)c1ccc(F)cc1)OCCCC[C@@H](C)O2	1	4	.	-5	1.6	2	-8[16.7 µM]	.
COC(=O)c1ccc(C)c(NC(=O)CSc2nc3[nH]c(=O)cc(O)c3s2)c1	1	7	-8	-2	-2.9	1	-9	4
CC(C)(C)NC(=O)C(c1ccncc1)N(C(=O)CNC(=O)c1ccco1)c1ccc(F)cc1 (stereo not drawn)	-4	.	13	3	0.0	5	.	0
O=C(NNC1=Nc2cc([N+](=O)[O-])ccc2OC1)c1ccccc1Cl	3	17	-14	9	1.6	1	-3	2
NS(=O)(=O)c1ccc(CCNC(=O)C(=O)c2cn(CC(=O)N3CCOCC3)c3ccccc23)cc1	3	2	10	13	1.7	-1	-9	.
CN(C)CCOC(=O)COc1ccc(Cl)cc1	3	2	2	.	5.2	1	-1	5
O=C(CCC(=O)N1CCOc2ccccc21)NCc1cccnc1	1	.	-15	7	-1.5	1	.	9
C/C(=N/NC(=O)CCC(=O)Nc1ccc(Br)cc1)c1ccc(Br)cc1	5	-4	-39	1	-0.5	-2	16	.

Whole records, quoted from the list. Order of values: PglD DTNB, PGC1a acetyl inh, C2C12 statin, INS-1E GSIS act, CFTR F508del cor, Cneo AK release, miR-122 sensor, FN deposit inh
O=C(NNC1=Nc2cc([N+](=O)[O-])ccc2OC1)c1ccccc1Cl is listed with 3, 17, -14, 9, 1.6, 1, -3, 2
CNC[C@@H]1Oc2ccc(NC(=O)NC3CCCCC3)cc2CC(=O)N([C@H](C)CO)C[C@@H]1C is listed with -1, 11, 5, 2, 0.7, ., -3[16.7 µM], 1
Cc1ccc(S(=O)(=O)N2C(=O)CCC2C(=O)Nn2cnnc2)cc1 (stereo not drawn) is listed with -3, 1, -16, ., ., 2, -1, .
C[C@@H]1CN([C@H](C)CO)C(=O)Cc2cc(NC(=O)Nc3cccc4ccccc34)ccc2O[C@@H]1CN(C)S(=O)(=O)c1cn(C)cn1 is listed with -2, -2, 22, 1, 1.5, -3, -4[16.7 µM], -7
CCOC(=O)c1oc2ccccc2c1COC(=O)CNC(=O)c1ccccc1 is listed with 5, ., -3, 10, 1.7, -6, ., -1

Molecules shown so far containing a thiophene ring, fused or not:
SMILES	PglD DTNB	PGC1a acetyl inh	C2C12 statin	INS-1E GSIS act	CFTR F508del cor	Cneo AK release	miR-122 sensor	FN deposit inh
COc1cccc(C2CC(c3cccs3)=NN2C(=O)CSC2=NN3CCCC(=O)N=C3S2)c1OC (stereo not drawn)	-3	.	-5	-18	-2.5	4	.	5
CCN(CC)c1ncccc1C(=O)NCc1cccs1	.	-7	-7	14	.	.	0	.

High-throughput results deposited in PubChem by Broad Institute.
